Screening data from PubChem BioAssay.
KCNQ1 block: blocks the human KCNQ1 potassium channel; P51787; CHO-K1 KCNQ1, FluxOR thallium flux fluorescence; active compounds read high; B-score at 10 µM; AID 2642; 310,000 compounds, 1.3% hits;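 active = compounds whose thallium flux B-score, printed positive for inhibition, exceeds three library SD while starting fluorescence stays within three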;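 note: channel opened by potassium depolarization with thallium stimulus after 20 min compound exposure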
KCNQ1 pot: potentiators or activators of human KCNQ1 potassium channel. CHO-K1 KCNQ1, thallium flux FluxOR fluorescence; active compounds read high. B-score at 10 µM. 310,000 compounds, 0.35% hits;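 active = fluorescence ratio B-score, a plate-corrected score, at least three library SD, with initial intensity B-score within 5 SD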
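Assay system: CHO-K1 cells stably expressing KCNQ1; Medium: assay buffer with matched DMSO; Also added: K+/Tl+ depolarizing stimulus; Dosing: single dose; Timing: dye 90 min, compound 20 min, room temperature; Measured by: kinetic FluxOR thallium fluorescence, 10-s 1-Hz baseline, 110-s post-stimulus read; Read-out: peak-minus-minimum fluorescence over initial fluorescence, negative-control normalized, B-scored.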
hERG rescue: shields human hERG channel from block by proarrhythmic agents | activation (rescue from dofetilide block), less the hit threshold, % at 10 µM | Q12809 | CHO-hERG, FluxOR thallium flux, dofetilide IC70 present | AID 1511 | 310,000 compounds, 0.51% hits;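 active = activation above the mean of controls blocked by dofetilide plus 5 SD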;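 note: thallium influx through hERG after potassium depolarization seen as dye fluorescence rise; in these data hits start at about 4.7%; inactives centre near -7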
Target sequence (Q12809 whole entry, looked up): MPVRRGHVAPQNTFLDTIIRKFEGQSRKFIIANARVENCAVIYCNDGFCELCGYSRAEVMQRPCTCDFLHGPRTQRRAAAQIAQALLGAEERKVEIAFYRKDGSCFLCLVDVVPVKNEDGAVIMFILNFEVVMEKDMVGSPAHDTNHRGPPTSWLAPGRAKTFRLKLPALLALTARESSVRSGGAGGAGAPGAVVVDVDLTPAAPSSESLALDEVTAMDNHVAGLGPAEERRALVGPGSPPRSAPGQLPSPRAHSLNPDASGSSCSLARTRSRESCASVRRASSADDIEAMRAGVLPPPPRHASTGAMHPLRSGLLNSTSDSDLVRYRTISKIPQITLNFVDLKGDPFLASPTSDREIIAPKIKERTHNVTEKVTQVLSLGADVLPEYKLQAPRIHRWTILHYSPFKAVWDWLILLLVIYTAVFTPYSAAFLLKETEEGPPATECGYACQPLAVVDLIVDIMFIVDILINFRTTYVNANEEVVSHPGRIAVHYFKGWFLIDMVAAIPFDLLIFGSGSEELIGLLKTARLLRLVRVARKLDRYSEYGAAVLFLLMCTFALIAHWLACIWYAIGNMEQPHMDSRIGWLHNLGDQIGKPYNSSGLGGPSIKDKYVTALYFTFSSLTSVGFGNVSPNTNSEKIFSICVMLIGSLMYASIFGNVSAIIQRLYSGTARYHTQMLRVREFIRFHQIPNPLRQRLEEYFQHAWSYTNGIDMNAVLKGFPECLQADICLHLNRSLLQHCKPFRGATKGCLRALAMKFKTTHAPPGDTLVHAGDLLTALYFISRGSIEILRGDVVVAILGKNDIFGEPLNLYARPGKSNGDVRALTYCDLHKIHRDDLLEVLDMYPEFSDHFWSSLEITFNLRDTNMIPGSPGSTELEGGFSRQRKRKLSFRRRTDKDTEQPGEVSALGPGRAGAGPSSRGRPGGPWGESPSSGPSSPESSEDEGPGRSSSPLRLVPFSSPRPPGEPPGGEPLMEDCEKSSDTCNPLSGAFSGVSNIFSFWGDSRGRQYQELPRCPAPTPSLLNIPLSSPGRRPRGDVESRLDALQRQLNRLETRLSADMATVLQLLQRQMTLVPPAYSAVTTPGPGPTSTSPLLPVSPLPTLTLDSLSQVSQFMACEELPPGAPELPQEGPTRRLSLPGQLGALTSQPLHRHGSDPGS
RGS4 act: potentiators or activators of RGS4; HEK293 M3R/inducible RGS4, carbachol calcium flux Fluo4; active compounds read low; B-score at 10 µM; 310,000 compounds, 0.92% hits;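 active = B-score of the integrated calcium signal more than 4 SD below the library mean, with starting fluorescence not abnormally high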;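 note: negative B-score means reduced calcium response which marks RGS4 activation or potentiation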
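Detection: kinetic calcium fluorescence imaging with Fluo4-AM dye, 2 µM / Material: HEK293 cells with stable M3R and inducible RGS4 / Schedule: recording 10 s baseline at 1 Hz, 100 s post-agonist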
TMEM16A act: activates or potentiates the mouse TMEM16A chloride channel | Q8BHY3 | HEK293 TMEM16A/YFP-H148Q/I152L, iodide quench fluorescence; active compounds read low | B-score at 10 µM | 340,000 compounds, 0.3% hits;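 active = fluorescence-ratio B-score plate-corrected deviation score at least 3 library SD below zero, with starting fluorescence score within 5 deviations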;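 note: channel opened by trigger with iodide after compound preincubation; score built on the fluorescence ratio of max minus min over baseline; more negative score means more quench and so TMEM16A activation or potentiation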
TMEM16A inh: blocks the mouse calcium-activated chloride channel TMEM16A | 310,000 compounds, 1.2% hits | AID 588511 | HEK293 TMEM16A/YFP iodide influx fluorescence, ionomycin | normalized B-score (activity score, 25-100; higher = stronger inhibition) at 10 µM;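 active = ratio plate-corrected score three or more library SD toward inhibition, starting fluorescence score within five deviations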;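 note: score derived from kinetic fluorescence span divided by baseline fluorescence per well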
HDAC3 inh: blocks human histone deacetylase 3; O15379; recombinant HDAC3, fluorogenic peptide/trypsin coupled, fluorescence; inhibition, % at 8.3 µM; 320,000 compounds, 0.15% hits; AID 2718; in the data active = inhibition above about 26%, passing the limit was not always enough; inconclusive = no clear call, values can overlap the other calls
KCNK9 block: blocks the human KCNK9 two-pore domain potassium channel; Q9NPC2; HEK293 KCNK9, FluxOR thallium flux fluorescence; active compounds read low; B-score at 10 µM; 310,000 compounds, 1.2% hits; AID 488922;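 active = ratio B-score over 3 SD below the library mean, with starting fluorescence within 5 SD of its mean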;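 note: negative B-score means less thallium flux so channel inhibition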
RGS4 inh: inhibitors of human RGS4 | P49798 | HEK293 M3R/RGS4 inducible, Fluo-4 calcium flux; active compounds read high; triggered by carbachol at its EC20 | B-score at 10 µM | 310,000 compounds, 0.45% hits | AID 463165;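 active = B-score, a plate-corrected calcium signal, over three deviations above library mean, with baseline fluorescence within five deviations of library mean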;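 note: RGS4 expression induced by doxycycline in cells with stable M3 receptor; B-score is computed from the integrated fluorescence ratio over baseline after carbachol; higher B-score means a larger calcium signal and so more RGS4 inhibition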
KCNK3 block: human KCNK3 channel inhibition, primary screen; O14649; CHO-KCNK3 thallium flux, FluxOR fluorescence; active compounds read low; B-score at 10 µM; 340,000 compounds, 0.84% hits; AID 602410;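 active = B-score under library mean minus 4 SD, starting fluorescence ratio at most library mean plus 5 SD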;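 note: more negative B-score means stronger inhibition of thallium flux through KCNK3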
SKKanGAS inh: SKKanGAS growth inhibition | S. pyogenes SKKanGAS, kanamycin growth, BacTiter-Glo, 6 h | inhibition, % at 7.5 µM | 300,000 compounds, 1.3% hits | AID 1662;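 active = mean replicate score, as percent of positive control median, at least 50; inconclusive = mean below 50 but one replicate at or above 50; inactive = mean and every replicate below 50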;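 note: strain carries kanamycin resistance gene driven by streptokinase promoter and grows in 40 µg/ml kanamycin; loss of luminescence reflects streptokinase promoter inhibition or plain growth inhibition; 0% = median of DMSO wells and 100% = positive control at its reference dose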
* = called active by the depositor; i = inactive; ? = inconclusive; . = no result given.

SMILES	KCNQ1 block	KCNQ1 pot	hERG rescue	RGS4 act	TMEM16A act	TMEM16A inh	HDAC3 inh	KCNK9 block	RGS4 inh	KCNK3 block	SKKanGAS inh
Cc1nnc(NC(=O)CSc2nnc(-c3ccco3)o2)s1	i	i	-4	i	i	i	0	i	i	i	9
COc1cc(/C=C2\SC(=Nc3ccccc3OC)NC2=O)ccc1O	i	i	-13	i	i	i	-5	i	i	i	7
COc1cc(/C=N/NC(=O)CNC(=O)c2ccncc2)ccc1O	i	i	-3	i	i	i	9	i	i	i	-2
COc1ccc(N2CCN(C(c3ccco3)c3sc4nc(C)nn4c3O)CC2)cc1 (stereo not drawn)	i	i	-1	i	i	i	?	i	i	i	-6
COc1ccc(OC)c(NC(=O)c2cccc(NC(=O)c3ccccc3)c2)c1	i	i	-5	i	i	i	-3	-9*	i	-11*	-3
CC(C)NC(=O)C1(O)c2ccccc2NC(=O)N1c1ccc(Cl)c(Cl)c1 (stereo not drawn)	i	i	-15	i	i	i	6	i	i	i	4
O=C(N/N=C\C=C\c1ccco1)C1COc2ccccc2O1 (stereo not drawn)	i	i	-7	i	i	i	4	i	i	i	4
COc1ccc(C2C(C(=O)Nc3cc(OC)c(OC)c(OC)c3)c3ccccc3C(=O)N2C)cc1 (stereo not drawn)	i	i	-8	i	i	i	6	i	i	i	12
CC(C)C[C@H](N)c1cn([C@@H](Cc2cc3ccccc3[nH]2)C(=O)N2CCNCC2)nn1	i	i	-5	i	i	i	-3	i	i	i	2
CC(C)N(C(=O)CSc1nnc(CSc2ncccn2)n1C)C(C)C	i	i	-13	i	i	i	2	i	i	i	.
Cc1c(Cl)c([N+](=O)[O-])nn1CCCC(=O)Nc1sc2c(c1C#N)CCC2	i	i	-7	i	i	i	1	i	i	i	-11
Cc1ccccc1CSc1nnc(C)c(=O)n1N	i	i	-9	i	i	i	5	i	i	i	-6
CC(C)n1c(SCC(=O)Nc2ccccc2N2CCOCC2)nc2c1c(=O)n(C)c(=O)n2C	i	i	-1	i	i	i	5	i	i	i	6
COc1ccc(C)cc1N(CC(=O)O)S(=O)(=O)c1ccc(C)cc1	i	i	-4	i	i	i	-3	i	i	i	3
Cc1ccc(C(=O)NC(=S)N2CCN(C(=O)OC(C)(C)C)CC2)cc1Br	i	i	-1	i	i	i	-1	i	i	i	19
CN(C)c1ccc(C(CC(=O)O)NC(=O)c2ccc(Cl)cc2)cc1 (stereo not drawn)	i	i	-9	i	i	i	-5	i	i	i	1
CCSc1nc2c(c(=O)[nH]c(=O)n2C)n1C	i	i	-6	i	i	i	-8	i	i	i	8
Cc1ccc(C(=O)N2C(=O)c3cccc(N)c3C2=O)o1	i	i	-3	i	i	i	7	i	i	i	0
COc1ccc(-c2cc(C(F)(F)F)nc(S(C)(=O)=O)n2)cc1OC	7*	i	-24	i	i	i	8	i	i	i	-8
COc1ccccc1C(=O)Nc1ccnn1C1CCN(CCCc2ccccc2)CC1	i	i	-13	i	i	i	2	i	i	i	1
COc1ccccc1CNS(=O)(=O)c1cc(CN2C(=O)c3cccnc3C2=O)ccc1OC	i	i	-4	i	i	i	6	i	i	i	-2
CCCCn1nnnc1SCC(=O)NCc1ccccc1	i	i	-13	i	i	i	6	i	i	i	3
COc1ccc(C(=O)NC2CCN(S(=O)(=O)c3ccc(C)cc3)CC2)cc1	i	i	-8	i	i	i	-2	i	i	i	3
Cc1ccc(C(=O)Nc2cc(Cl)ccc2Oc2ccccc2)cc1[N+](=O)[O-]	i	i	-5	i	i	i	3	i	i	i	2
COCCN1C(=O)N(C)[C@@H](c2ccccc2)C(C(C)=O)=C1C	i	i	-1	i	i	i	0	i	i	i	5
O=C(CSCc1ccccc1Cl)NNC(=O)c1ccccc1	i	i	-10	i	i	i	2	i	i	i	-1
COc1ccc(/C=C/C(=O)NCc2ccc(F)cc2)cc1S(=O)(=O)N1CCOCC1	i	i	-11	i	i	i	3	i	i	i	0
COc1ccccc1N1CCN(C(=O)c2cc(-c3ccccc3O)on2)CC1	i	i	-2	i	i	i	1	i	i	i	5
Cc1c(C(=O)N2CCC(n3nccc3NC(=O)C3CC3)CC2)[nH]c2ccc(Cl)cc12	i	i	-6	i	i	i	-1	i	i	i	-5
CNC(=S)N1N=C(c2ccc(C)cc2)CC1c1ccc(OC)c(OC)c1 (stereo not drawn)	i	i	-12	i	i	i	6	i	i	i	-5
CC(=O)Oc1ccc(-c2cccc(C(=O)OCC(=O)Nc3ccccc3Oc3ccccc3)c2)cc1	i	i	-14	i	i	i	12	i	i	i	43
CCOC(=O)CNC(=O)CN1C(=O)CCSc2ccccc21	i	i	-1	i	i	i	0	i	i	i	-4
O=C(CCc1nc2ccccc2s1)OCc1ccccc1F	i	i	-7	i	i	i	6	i	i	i	2
CSc1nc(Oc2ccc(=O)n(C)n2)nc(N(C)C)n1	i	i	-6	i	i	i	5	i	i	i	-6
O=C(O)C(Cc1ccccc1)N=Cc1c(O)c2ccccc2oc1=O (stereo not drawn)	i	i	1	i	i	.	.	i	i	i	-1
CS(=O)(=O)N(CC(=O)N1CCN(c2ccccc2)CC1)c1cc(C(F)(F)F)ccc1Cl	i	i	-12	i	i	i	-1	i	i	i	0
CCN(CC)S(=O)(=O)c1ccc(NN=c2c(=O)c3ccccc3c2=O)cc1	i	i	-16	i	i	i	0	i	i	i	-5
CNC(C)C#Cc1c(-c2cc(OC)c(OC)c(OC)c2)noc1C (stereo not drawn)	i	i	-15	i	i	i	6	i	i	i	4
O=C(NCc1ccc(Cl)cc1)C1CC(O)CN1S(=O)(=O)c1ccc(Cl)cc1 (stereo not drawn)	i	i	-2	i	i	i	1	i	i	i	-8
COc1ccc2oc(=O)c(-c3nnc(NCc4ccco4)s3)cc2c1	i	i	-8	i	i	i	-11	i	i	i	-20
COc1cccc(NC(=O)CSc2nnc(NC(=O)C3CCC3)s2)c1	i	i	-7	i	i	i	-2	i	i	i	-4
Cc1ccc(CC(=O)Nc2cccc(C#N)c2)cc1	i	i	-8	i	i	i	2	i	i	i	-9
COc1ccc(-c2cn(Cc3ccc4ccccc4c3)nn2)cc1	i	i	1	i	i	i	0	i	i	i	-5
O=C(CSc1nc(-c2ccco2)cc(C(F)(F)F)n1)N1CCSCC1	i	i	-3	i	i	i	-1	i	i	i	2
Cc1ccccc1OCc1nc2c3cnn(C)c3ncn2n1	i	i	-9	i	i	i	7	i	i	i	0
COc1ccc(C(=O)COC(=O)CNC(=O)c2cccs2)cc1Br	i	i	-1	i	i	i	2	i	i	i	-1
Cc1cccc2cc(CNCC3CCCO3)c(Cl)nc12 (stereo not drawn)	i	i	-15	i	i	i	4	i	i	i	7
Cc1ccccc1NCCC(=O)Nc1ccc(F)cc1	i	i	-11	i	i	i	-4	i	i	i	-1
CC(C)CCNC(=O)C1CC2Cn3c(nc4cc(Cl)c(Cl)cc43)C2N1C (stereo not drawn)	i	i	-8	i	i	i	-3	i	i	i	13
CCCOC(=O)Nc1ccc(N2CCCCC2)cc1	i	i	-3	i	i	i	-6	i	i	i	4
COc1ccc(Cn2c(C)c(C)c(C#N)c2NC(=O)Nc2ccc(Cl)cc2)cc1	i	i	-14	i	i	i	-4	i	i	i	3
Clc1cccc(N2CCN(Cc3nc(-c4ccccc4)no3)CC2)c1	i	i	-7	i	i	i	5	i	i	i	-2
Cn1nccc1C(=O)N1CCc2ccccc21	i	i	-11	i	i	i	3	i	i	i	0
CN(C)c1nc(-c2ccccc2)c2cc(Cl)ccc2n1	i	i	-8	i	i	i	-1	i	i	i	-6
COc1ccc(-c2[nH]ncc2CN2CCC(c3ccncc3)CC2)cc1F	i	i	-5	i	i	i	-2	i	i	i	-1
O=C(Cn1nc(-c2ccccc2)ccc1=O)Nc1ccc(N2CCN(C(=O)c3cccs3)CC2)cc1	i	i	3	i	i	i	1	i	i	i	2
COc1cc2c(cc1OC)CN(CC(=O)NC(=O)NC1CCCCC1)CC2	i	i	-3	i	i	i	2	i	i	i	-4
N=c1c2ccccc2nnn1-c1cccc(C(F)(F)F)c1	i	i	-7	i	i	i	7	i	i	i	-5
COc1ccc(-n2c(=O)c3ccccc3c3ccccc3c2=O)c(OC)c1	i	i	-10	i	i	i	-1	i	i	i	-14
Cc1nn(Cc2ccc(C(=O)NC(C)(C)C)o2)c(C)c1Br	i	i	-17	i	i	25*	1	i	i	i	-9

Carrying on.
SMILES	KCNQ1 block	KCNQ1 pot	hERG rescue	RGS4 act	TMEM16A act	TMEM16A inh	HDAC3 inh	KCNK9 block	RGS4 inh	KCNK3 block	SKKanGAS inh
COc1ccc(C(=O)/C=C2/C(=O)Nc3ccccc32)cc1OC	i	i	-4	i	i	i	5	i	12*	i	0
CCn1c(SCC(=O)Nc2cccc(F)c2)nnc1-c1cc2cc(Br)ccc2o1	i	i	-11	i	i	i	1	i	i	i	-10
CC(=O)Nc1ccc(NC(=O)CSc2ncc(C(=O)Nc3ccc(Cl)cc3)c(=O)n2C)cc1	i	i	-2	i	i	i	1	i	i	i	19
C=CCc1ccc(OCCOc2cccc3cccnc23)c(OC)c1	i	i	-8	i	i	i	5	i	i	i	-9
COC(=O)c1cccc(NS(=O)(=O)c2cccs2)c1C	i	i	-5	i	i	i	-9	i	i	i	-4
CC1=C(C(=O)N(C)C)C(c2ccccc2OC(F)F)NC(=O)N1 (stereo not drawn)	i	i	-7	i	i	i	4	i	i	i	-4
COc1ccccc1CNC(=O)C1CCN(S(=O)(=O)c2ccc3nc4c(c(C(=O)O)c3c2)CCCC4)CC1	i	i	-9	i	i	i	1	i	i	i	-5
N#Cc1nc(COc2ccccc2Cl)oc1NCc1ccco1	i	i	-1	i	i	i	6	i	i	i	-12
NC(=O)c1ccsc1NC(=O)COC(=O)c1ccccc1NCc1ccco1	i	i	-14	i	i	i	-74	i	i	i	22
C=CC[n+]1c(-c2ccc(C)cc2)csc1Nc1c(C)n(C)n(-c2ccccc2)c1=O	i	i	-5	-7.9*	i	i	9	i	i	i	16
